# Compound activity as filed in PubChem BioAssay.
# bIAP inh – bovine intestinal alkaline phosphatase inhibitors, primary screen, selectivity assay for TNAP inhibitor project, biochemical, bovine IAP, CDP-star luminescence. purified bovine IAP, 30 min. inhibition, % at 20 µM. 190,000 tested, under 10 active;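 active means over 50% inhibition of intestinal alkaline phosphatase at 20 µM in the single-dose screen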
#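 test system = bovine IAP enzyme | medium = DEA buffer 100 mM, pH 9.8, with MgCl2 1.0 mM, ZnCl2 0.02 mM | detection = luminescence | dosing = single compound dose of 20 µM, 2% DMSO final | incubation = 30 min reaction at room temperature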
# TNAP inh no acc – human TNAP enzyme inhibitors, primary screen, biochemical, luminescent, no phosphate acceptor, uHTS; Alkaline phosphatase, tissue-nonspecific isozyme (Homo sapiens), P05186; purified TNAP, CDP-star luminescence, 30 min; inhibition, % at 20 µM; 200,000 tested, 0.26% active; AID 1012, 2008;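 active means tissue-nonspecific alkaline phosphatase inhibition above about 50% at 20 µM in the single-dose screen, limit read from the data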;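 further: 0% = DMSO negative control and 100% = EDTA positive control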
# Target sequence (P05186 whole entry, looked up): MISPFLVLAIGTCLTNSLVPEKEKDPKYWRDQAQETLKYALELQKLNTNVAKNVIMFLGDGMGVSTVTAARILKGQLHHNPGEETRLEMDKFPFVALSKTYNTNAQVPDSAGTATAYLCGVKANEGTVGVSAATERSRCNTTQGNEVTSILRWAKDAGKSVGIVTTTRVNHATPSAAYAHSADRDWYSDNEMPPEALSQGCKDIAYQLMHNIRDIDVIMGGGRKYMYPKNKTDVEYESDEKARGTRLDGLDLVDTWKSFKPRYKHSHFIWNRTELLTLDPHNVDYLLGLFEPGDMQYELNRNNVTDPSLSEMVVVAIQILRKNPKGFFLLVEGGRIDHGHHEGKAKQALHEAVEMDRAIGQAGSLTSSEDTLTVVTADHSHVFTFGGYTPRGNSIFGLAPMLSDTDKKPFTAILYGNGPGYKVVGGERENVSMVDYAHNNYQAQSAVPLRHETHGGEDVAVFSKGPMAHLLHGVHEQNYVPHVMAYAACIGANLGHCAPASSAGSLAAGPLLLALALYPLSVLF
# TR-FRET SRC-2 ct – TR-FRET signal artefacts, primary screen, artefact control for PPARgamma SRC-2 agonist project, biochemical; AID 1049, 2008; 200,000 tested, 0.4% active; TR-FRET artefact counter-screen; stronger effect = higher value; TR-FRET ratio at 8 µM; in the data active means TR-FRET ratio above about 2000; further: inactives centre near 1500
# bIAP act – bovine intestinal alkaline phosphatase activators, primary screen, biochemical, bovine IAP, CDP-star luminescence | alkaline phosphatase, intestinal [Bos taurus] | AID 1016, 2008 | activation factor at 20 µM | 200,000 tested, 0.17% active | purified bovine IAP, 30 min; stronger effect = higher value; fold of DMSO-control signal, blank-subtracted;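 active means activation factor of 2 or more at 20 µM, a signal rise over negative controls twice the positive control's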
# PPARg SRC3 recr – PPARgamma agonists recruiting SRC-3 coactivator, primary screen, biochemical; AID 731, 2007; biochemical PPARgamma/SRC-3 coactivator recruitment assay; activation, % at 8 µM; 200,000 tested, 0.26% active; in the data active means activation above about 23%;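 further: 0% = DMSO and 100% = reference agonist; some compounds past the cut are filed as inactive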
# Target sequence (P37231 whole entry, looked up): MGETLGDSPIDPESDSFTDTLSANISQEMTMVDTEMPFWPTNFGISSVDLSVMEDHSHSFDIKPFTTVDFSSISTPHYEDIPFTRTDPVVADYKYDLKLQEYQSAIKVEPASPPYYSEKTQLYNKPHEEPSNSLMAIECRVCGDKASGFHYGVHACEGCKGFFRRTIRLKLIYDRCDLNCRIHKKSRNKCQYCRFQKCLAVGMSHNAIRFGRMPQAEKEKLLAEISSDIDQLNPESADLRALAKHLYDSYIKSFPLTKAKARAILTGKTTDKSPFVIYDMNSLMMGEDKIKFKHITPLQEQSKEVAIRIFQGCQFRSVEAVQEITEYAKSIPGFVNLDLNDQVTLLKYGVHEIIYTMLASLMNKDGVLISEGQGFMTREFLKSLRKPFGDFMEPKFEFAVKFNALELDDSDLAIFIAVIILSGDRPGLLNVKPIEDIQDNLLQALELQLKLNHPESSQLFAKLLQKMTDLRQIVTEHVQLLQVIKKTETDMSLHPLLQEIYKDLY
# Efa HMGR inh – inhibitors of E. faecalis class II HMGR, primary screen, biochemical, Enterococcus faecalis; HMG-CoA reductase (Enterococcus faecalis, mvaE); purified E. faecalis HMGR, NADPH absorbance 340 nm kinetic; inhibition, % at 10 µM; 190,000 tested, 0.41% active; AID 1066, 2008;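 active means inhibition above a set limit, the median over all tested compounds plus 3 SD, cut at about 9.5% in these data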;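 further: enzyme runs in reverse so mevalonate oxidation gives rising NADPH absorbance; 0% = complete reaction with DMSO and 100% = background rate lacking mevalonate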
# TNAP inh hiacc – human TNAP enzyme inhibitors, primary screen, biochemical, luminescent, high phosphate acceptor level, uHTS. Alkaline phosphatase, tissue-nonspecific isozyme (Homo sapiens), P05186. 200,000 tested, 0.03% active. purified TNAP, CDP-star luminescence, 1 M DEA. inhibition, % at 20 µM;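 active means over 50% inhibition of tissue-nonspecific alkaline phosphatase at 20 µM in the single-dose screen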;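 further: plate controls were DMSO wells for no effect and EDTA-quenched wells as full inhibition for full effect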
# PPARg SRC2 recr – agonists of PPARg-SRC-2 recruitment, primary screen, biochemical, HTS | 200,000 tested, 0.34% active | activation, % at 8 µM | PPARgamma LBD-SRC-2 recruitment | Peroxisome proliferator-activated receptor gamma (Homo sapiens), P37231 | AID 1032, 2008; in the data active means activation above about 22%;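 further: 0% = vehicle and 100% = reference agonist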
# PPARg SRC1 recr – PPARgamma agonists recruiting SRC-1 coactivator, primary screen, biochemical; Peroxisome proliferator-activated receptor gamma (Homo sapiens), P37231; PPARgamma-SRC-1 coactivator recruitment biochemical assay; activation, % at 8 µM; 200,000 tested, 0.41% active; AID 631, 2007; in the data active means activation above about 19%;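 further: 0% = DMSO and 100% = reference agonist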
# TNAP act hi DEA – TNAP activators at high phosphate acceptor level, primary screen, biochemical, luminescence, uHTS; purified TNAP, CDP-star luminescence, 1 M DEA, 30 min; stronger effect = higher value; 0 = EDTA background, 1 = DMSO-only activity; 200,000 tested, under 10 active; activation factor at 20 µM; AID 1136, 2008;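 active means activation factor at least 2 at 20 µM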
#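 Assay system: human TNAP; Input: enzyme diluted 1/800 final; Reagent: CDP-star luminogenic substrate at 100 µM final; Timing: 30 min, room temperature; Signal: luminescence; Evaluation: TNAP activation factor scaled between EDTA and DMSO control wells.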
# The depositor's hits bear a star; . = not tested or not shown. Rows are unselected; about 1.6% have a hit in one of these screens.
SMILES	bIAP inh	TNAP inh no acc	TR-FRET SRC-2 ct	bIAP act	PPARg SRC3 recr	Efa HMGR inh	TNAP inh hiacc	PPARg SRC2 recr	PPARg SRC1 recr	TNAP act hi DEA
Nc1nonc1-c1nc2ccccc2n1Cc1ccc(F)cc1Cl	-5	-8	1684	1.1	7	-3	-5	-2	6	1
CNNC(=O)C(=O)NNS(=O)(=O)c1ccccc1	-34	-48	1379	1.3	-6	-1	-5	-9	9	1.1
C/C=C/c1ccc(OCCCNCC(C)O)c(OC)c1 (stereo not drawn)	5	-13	1637	1	10	1	-5	13	2	1
CCC1(CC)Cc2ccccc2-c2nc(NCCO)[nH]c(=O)c21	4	-2	1366	1	3	-4	0	1	3	1
O=C1CC(C(=O)O)S/C(=N\NC(=O)c2ccccc2)N1 (stereo not drawn)	-22	-8	1353	1.2	-12	-2	4	-5	-1	1
CC(C)(O)C#Cc1ccccc1C(=O)NC(CC(N)=O)C(=O)O (stereo not drawn)	8	-8	1441	0.9	-4	3	-4	-3	-2	1
O=C(Cn1nnc(-c2ccccc2)n1)NNC(=O)c1ccco1	-13	-9	1396	1.1	-1	4	-2	-4	3	1
COc1ccc(/C=C(\NC(=O)c2ccc(OC)cc2)C(=O)NC(CCSC)C(=O)O)cc1 (stereo not drawn)	2	-14	1548	1	9	-7	-7	6	6	1.1
Cc1c(Br)cc(C(=O)N2CCCCCC2)c(C)c1C	-12	-10	1481	1.1	3	-2	-3	2	2	1
O=C1O/C(=C/C(=O)N2CCOCC2)c2ccccc21	-15	-9	1530	1.2	10	1	-3	5	1	1
Cc1cccc(N(CC(=O)NC(C)(C)C)C(=O)CNC(=O)c2cccs2)c1	-6	-8	1556	1.1	1	1	-6	10	2	1.1
O=C(O)Cc1ccc(Oc2ncc(C(F)(F)F)cc2Cl)cc1	-1	-1	1597	1	4	-3	0	9	7	1
CC(C)(C)NC(=O)Cn1c(=O)c(=O)n(Cc2ccccc2)c2ccc(Cl)cc21	23	-10	1537	0.8	2	-7	12	-4	2	0.9
O=C(O)c1ccc(CNC(=O)c2ccccc2NC(=O)c2cccc([N+](=O)[O-])c2)cc1	6	-13	1452	0.9	2	-2	-4	4	4	1
COc1ccc(NC(=O)Nc2ccc(OCC(=O)N3CCOCC3)cc2)cc1OC	-8	-8	1611	1.1	7	-7	-4	8	1	1
Cc1nc(-c2cccc(Br)c2)ccc1C(=O)O	-2	-12	1831	1	-1	0	-5	9	4	1
CS(=O)(=O)Nc1ccc(C(=O)NC2CCCCC2)cc1	-13	-5	1499	1.1	3	-2	-1	-2	7	1
CC1(C)CC(=O)C2=C(C1)N=c1s/c(=C/c3ccc(F)c(F)c3)c(=O)n1C2c1ccc(F)cc1 (stereo not drawn)	19	-2	1374	0.8	6	0	5	-6	-3	1
Cc1nc(N2CCOCC2)nc2c1CCCC2	2	-8	1627	1	11	1	-2	-2	6	1
Cc1onc(-c2c(Cl)cccc2Cl)c1C(=O)Nc1ccc2c(c1)OCO2	5	-12	1501	1	12	3	-5	1	-6	1
CN(C)CCCN1C(=O)C(=O)/C(=C(/O)c2ccc3c(c2)OCO3)C1c1ccccn1 (stereo not drawn)	.	.	1480	.	10	.	.	10	5	.
OCCCNc1nc(-c2ccc(Cl)cc2)nnc1-c1ccc(Br)cc1	4	0	1531	1	6	-3	-1	3	10	1
CC1(C)C2CC=C(/C=N/NC(=S)NCCc3ccccc3)C1C2 (stereo not drawn)	31	-14	1572	0.7	2	-2	-2	6	1	1
COc1cccc(-n2c(C)nnc2SCC(=O)Nc2ccccc2N2CCOCC2)c1	2	-9	1559	1	-6	1	-7	2	-1	1.1
CCN(CC)CCNC(=O)C(=O)NCC1OCCN1S(=O)(=O)c1ccc([N+](=O)[O-])cc1 (stereo not drawn)	5	-7	1611	0.9	3	2	-4	0	-5	1
O=C(N/N=C/c1ccc(OC(F)F)cc1OC(F)F)c1cccc(S(=O)(=O)N2CCOCC2)c1	-3	-17	1479	1	-3	-20	-4	-6	-5	1
Cc1nc(-c2ccc(C(=O)Nc3ccccc3F)cc2)cs1	4	-31	1465	1	1	-7	-6	-7	1	1.1
CC(=O)c1c(C)n(C)c2ccc(OC(=O)c3ccco3)cc12	-2	-8	1690	1	3	-2	-4	10	-1	1
O=C(OCc1cccnc1)C1=Cc2ccccc2OC1	-7	-7	1484	1.1	-1	3	-7	9	-2	1.1
Cc1ccc(-n2ncc3c(=O)[nH]cnc32)c(C)c1	5	-7	1461	0.9	-8	-2	-4	6	5	1
CCOC(=O)c1nn(-c2cccc(Cl)c2)c2nc(Nc3ccccc3)cc(=O)n12	2	-4	1483	1	-2	1	0	-2	-4	1
Cc1ccc2nc(/C(C#N)=N/O)[nH]c2c1	3	-7	1441	1	12	2	-3	12	3	1

# One compound at a time, from the list above.
# Listed for CCOC(=O)c1nn(-c2cccc(Cl)c2)c2nc(Nc3ccccc3)cc(=O)n12 = bIAP inh = 2; TNAP inh no acc = -4; TR-FRET SRC-2 ct = 1483; bIAP act = 1; PPARg SRC3 recr = -2; Efa HMGR inh = 1; TNAP inh hiacc = 0; PPARg SRC2 recr = -2; PPARg SRC1 recr = -4; TNAP act hi DEA = 1
# Listed for Cc1ccc2nc(/C(C#N)=N/O)[nH]c2c1 = bIAP inh = 3; TNAP inh no acc = -7; TR-FRET SRC-2 ct = 1441; bIAP act = 1; PPARg SRC3 recr = 12; Efa HMGR inh = 2; TNAP inh hiacc = -3; PPARg SRC2 recr = 12; PPARg SRC1 recr = 3; TNAP act hi DEA = 1

# (listing goes on)
SMILES	bIAP inh	TNAP inh no acc	TR-FRET SRC-2 ct	bIAP act	PPARg SRC3 recr	Efa HMGR inh	TNAP inh hiacc	PPARg SRC2 recr	PPARg SRC1 recr	TNAP act hi DEA
COC(=O)/C(=C/c1cccnc1)NC(=O)c1ccccc1	10	-6	1657	0.9	0	-10	5	11	3	1
Cc1ccccc1NC(=O)Cc1nnc(SCC(=O)Nc2ccccc2)n1C	-15	-9	1554	1.2	3	-2	-4	-5	-2	1
COc1ccc(S(=O)(=O)Nc2ccccc2C(=O)NCc2ccco2)cc1	-8	6	1434	1.1	5	-2	-7	-3	-7	1.1
O=C(Nc1cnc2sccn2c1=O)c1ccccc1Cl	-2	-14	1658	1	11	-1	-6	7	4	1.1
Cc1ccc(OCC(=O)c2c(O)c3ccccc3oc2=O)cc1C	-4	-12	1638	1	-1	1	-7	1	-1	1.1
CCN(CC)c1ccc(NC2=C(Cl)C(=O)c3ccccc3C2=O)cc1	5	5	1479	1	5	1	17	-4	3	0.8
O=C(CSc1nnnn1-c1ccc(F)cc1)c1ccc(O)c(O)c1	12	75*	1532	0.9	5	1	15	0	6	0.9
COc1ccccc1CC(=O)Nc1ccc(F)cc1F	6	-11	1710	0.9	0	5	-1	11	-2	1
COC(=O)c1c[nH]n2c(=O)cc(CCl)nc12	-4	-5	1526	1	-8	3	-4	-15	-10	1
O=C(CSc1nnc(CNC(=O)c2ccccc2F)o1)Nc1ccc2c(c1)OCO2	2	-5	1612	1	0	-1	-1	-1	-2	1
CCn1cc(Br)c(C(=O)NN)n1	0	-6	1601	1	13	-1	-4	1	-3	1
COc1cc(/C=C/C(=O)OCC(=O)NCc2cccs2)ccc1OC(F)F	-4	-7	1461	1	0	-3	-4	3	-2	1
C[n+]1ccccc1N1CCN(c2ccccc2Cl)CC1	5	-7	1559	0.9	5	-6	-3	3	3	1
CC(C)(C)NC(=O)NC(=O)COC(=O)Cc1ccc(Cl)cc1Cl	8	-1	1599	0.9	-2	-3	1	-2	-2	1
CCOCc1[nH]c(=S)[nH]c(=O)c1Cc1ccc(OCC(C)C)cc1	2	-4	1558	1	3	-2	4	8	5	1
CCO[C@H]1OC(C(=O)NCc2nc3ccccc3[nH]2)=C[C@@H](C2CCCCC2)[C@@H]1CCCO	-27	-22	1462	1.3	-2	0	-10	-7	-3	1.1
O=C(N/N=C/c1ccco1)c1cccc([N+](=O)[O-])c1	3	6	1676	1	-3	0	8	6	-4	0.9
COc1cccc(NC(=O)CCN2CCN(c3ccccc3F)CC2)c1	6	-10	1483	0.9	-6	-5	-2	4	-3	1
Cc1ccc(NC(=O)CCC(=O)OC(C(=O)c2ccc(C)c(C)c2)c2ccccc2)c(C)c1 (stereo not drawn)	5	-5	1734	1	4	-3	2	6	-3	1
COc1ccccc1N1CCN(C(=O)c2c(-c3ccccc3)noc2C)CC1	1	-10	1645	1	1	-10	-2	7	2	1
Cc1cc(C)c2oc(-c3ccc(C)c(NC(=S)NC(=O)/C=C/c4ccco4)c3)nc2c1	-2	-6	1519	1	-6	2	-1	-5	11	1
COc1cc(Cl)c(C)cc1NC(=O)c1cccc(OC)c1OC	-7	-5	1557	1.1	0	-4	-6	-6	2	1.1
COc1ccccc1/C=C/C(=O)OCC(=O)NNC(=O)c1ccccc1	8	-28	1489	0.9	-1	-1	0	8	-2	1
COc1ccc(Cc2noc(CN3CCN(C4CCc5ccccc5C4)CC3)n2)cc1OC (stereo not drawn)	-8	-5	1629	1.1	0	-2	-10	9	7	1.1
CCC1CCCCN1C(=O)c1sc2nc(C)nc(N(CC)CC)c2c1C (stereo not drawn)	-34	-8	1453	1.3	-5	-7	-3	-5	-2	1
C=C(C)C(=O)OCCCCCCOc1ccc(C(=O)O)cc1	0	-14	1722	1	9	3	-1	15	-4	1
Cc1ccc(-c2nn(-c3ccccc3)cc2C(=O)N2CCOCC2)cc1C	1	-11	1423	1	2	1	-3	1	-3	1
CCOc1ccccc1N1CC(C(=O)Nc2cccc(S(=O)(=O)N3CCCCC3)c2)CC1=O (stereo not drawn)	-17	-8	1731	1.2	6	-3	-2	5	4	1
CCOC(=O)c1nc2cc3n(c(C)c-2c1C)C(C)C(C)=C3C (stereo not drawn)	-13	-17	1687	1.1	8	-2	-3	11	-2	1
Cc1ccccc1Cc1n[nH]c(=S)n1N	45	-2	1492	0.5	4	-3	-4	5	1	1
O=C(C1=C[C@H](c2coc3ccccc3c2=O)C[C@H](OCCCCO)O1)N1CCN(Cc2ccccc2)CC1	-3	-9	1538	1	-1	-3	-6	16	3	1.1
CCCCN(C(=O)CSc1nnc(Nc2ccccc2)s1)c1c(N)n(CCC)c(=O)[nH]c1=O	-7	-8	1613	1.1	5	4	-4	3	14	1
COc1ccc(OCCC(=O)OCC(=O)NCc2ccc(F)cc2)cc1	-7	-10	1733	1.1	2	-3	-3	8	1	1
